Yeast lifespan up = yeast lifespan extension | 130,000 compounds, 0.68% hits | S. cerevisiae growth with nicotinamide, OD615; deaD strain in restrictive glucose medium | inhibition of the nicotinamide effect, % at 10 µM | AID 775;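 active = inhibition above a set limit, placed 3 SD over the median of all compounds, cut at about 26% in these data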;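 note: 0% = nicotinamide-treated wells and 100% = cells grown without nicotinamide; some compounds called inactive have numbers as strong as hits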
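assay system = DeaD-strain S. cerevisiae | measured by = absorbance at 615 nm | probe or stimulus = nicotinamide 1.5 mM | buffer or medium = CSMM-D glucose medium, restrictive | times = 48 h at 30 °C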
GALR2 antag = antagonists of human galanin receptor 2 (GALR2). O43603. GALR2-expressing cells, antagonist mode. inhibition, % at 4 µM. 140,000 compounds, 0.39% hits. AID 828; in the data active = inhibition above about 27%;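 note: cells stimulated with galanin 1-16 at roughly its EC80; 0% = agonist challenge control and 100% = basal control without agonist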
Target sequence (O43603 whole entry, looked up): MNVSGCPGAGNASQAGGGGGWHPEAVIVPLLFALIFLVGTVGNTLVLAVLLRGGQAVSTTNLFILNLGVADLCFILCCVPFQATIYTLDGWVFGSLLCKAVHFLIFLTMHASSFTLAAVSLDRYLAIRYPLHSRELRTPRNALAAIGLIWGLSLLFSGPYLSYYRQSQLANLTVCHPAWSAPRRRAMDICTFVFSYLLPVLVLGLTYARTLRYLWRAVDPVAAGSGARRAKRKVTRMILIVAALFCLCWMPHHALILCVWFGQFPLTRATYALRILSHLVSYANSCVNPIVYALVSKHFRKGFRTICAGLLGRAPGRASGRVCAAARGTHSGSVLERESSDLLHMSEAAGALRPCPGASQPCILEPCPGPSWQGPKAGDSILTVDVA
HCT116 PTEN-null = suppresses growth of cells with PTEN deletion. HCT116 PTEN-null viability, CellTiter-Glo, 60 h; stronger effect = lower value. viability, % at 10 µM. 140,000 compounds, 1.2% hits;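 active = viability at or below a set limit, 4 SD under the median of all tested compounds, cut at about 3.7% in these data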;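 note: PTEN knockout HCT116 line with beta catenin targeted HCT116 as companion control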
HCT116 bCat-KO = beta-catenin-lacking colon tumor cell growth suppression; HCT116 beta-catenin knockout viability, CellTiter-Glo, 60 h; stronger effect = lower value; viability, % at 10 µM; 140,000 compounds, 1.5% hits; AID 818;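 active = viability at or under a set limit, the compound median less 4 SD, cut at about 6% in these data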;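 note: 0% = Hyamine 1622 control at 20 µM and 100% = untreated cell control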
Phagocyt inh = blocks phagocytosis by macrophages | J774A.1 macrophage IgG-bead phagocytosis, imaging | inhibition, % at 5 µM | 110,000 compounds, 0.07% hits;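 active = inhibition above the mean of the plate negative controls plus 5 SD, cut at about 13% in these data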;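 note: phagocytic index as fraction of beads internalized from green versus red external bead signal; plate controls were DMSO negative control for no effect and cytochalasin-D positive control for full effect; some results beyond the cut were filed as inactive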
E-sel TNF inh = TNF alpha driven E-selectin expression inhibition; HUVEC TNFa-induced E-selectin immunofluorescence, high content; inhibition, % at 2 µM; 120,000 compounds, 0.71% hits; AID 1246;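 active = inhibition above the batch mean plus 3 SD, and confirmed as a hit on visual image review, cut at about 43% in these data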;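 note: 0% = TNF-stimulated DMSO wells and 100% = unstimulated control wells; not every result past the cut was called active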
BB579 growth dn = yeast BB579 growth reduction in restrictive medium. S. cerevisiae BB579 growth, OD615, 48 h. inhibition, % at 10 µM. 140,000 compounds, 0.51% hits;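 active = inhibition above a set limit, 3 SD over the mean compound inhibition, cut at about 44% in these data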; note: inactives centre near -24
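System: Saccharomyces cerevisiae DeaD strain BB579, replicative lifespan model yeast | Buffer or medium: Restrictive glucose-based CSMM-D medium | Times: 4 h preincubation and 48 h exposure at 30 °C | Detection: OD615 turbidity measurement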
Measles CPE = protection of cells from measles virus; Measles virus-infected cells, CPE protection, absorbance; protection (pct of control), % at 4 µM; 140,000 compounds, 1.5% hits; in the data active = protection mostly above about 24%, no sharp cut-off; inactive = mostly below about 26%; note: some compounds called inactive have numbers as strong as hits
NPY Y2 blocker = antagonists of human neuropeptide Y receptor Y2 | NPY-Y2 expressing cells, antagonist mode | inhibition, % at 2.7 µM | P49146 | 140,000 compounds, 0.99% hits; in the data active = inhibition above about 17%;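 note: 0% = vehicle with agonist challenge and 100% = reference antagonist with challenge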
Target sequence (P49146 whole entry, looked up): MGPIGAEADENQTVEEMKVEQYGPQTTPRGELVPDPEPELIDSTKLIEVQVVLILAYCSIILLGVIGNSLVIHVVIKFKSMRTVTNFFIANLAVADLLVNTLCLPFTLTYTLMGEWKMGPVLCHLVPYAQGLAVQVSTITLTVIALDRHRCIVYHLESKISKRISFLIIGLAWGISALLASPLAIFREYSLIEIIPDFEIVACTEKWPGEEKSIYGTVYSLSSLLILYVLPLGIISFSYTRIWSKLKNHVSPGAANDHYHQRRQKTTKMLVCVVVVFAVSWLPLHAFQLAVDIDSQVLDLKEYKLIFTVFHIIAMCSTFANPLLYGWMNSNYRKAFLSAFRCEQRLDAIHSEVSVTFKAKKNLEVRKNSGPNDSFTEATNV
MRP1 act = activators of MRP-1. H69AR cells + doxorubicin, viability rescue, CellTiter-Glo. viability increase, % at 10 µM. 140,000 compounds, 0.61% hits;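 active = viability gain under doxorubicin at or above a set limit, the compound median plus 3 SD, cut at about 4.7% in these data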;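 note: MRP-1 overexpressing cells given doxorubicin 25 µM after compound pretreatment; 18-22 h compound pretreatment then 72 h with doxorubicin before readout; 0% = doxorubicin-only wells and 100% = vehicle-treated cells without doxorubicin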
* = called active by the depositor; / = not tested or not shown.

1. CC1=C(C)CC(C(=O)Nc2cccc(Cl)c2)C(C(=O)O)C1 (centres undefined)
2. CC(=O)Nc1cccc(NC(=O)CSc2nnc(Cc3cccn3C)n2-c2ccc(C)cc2)c1
3. ONC(=Nc1ccccc1)C(=Nc1ccccc1)NO
4. CCOC(=O)c1c(NC(=O)C(C)NCc2ccco2)sc2c1CCC(C)C2 (centres undefined)
5. CC(C)OC(=O)CC(=O)CSc1nc2c(c(-c3cccs3)c1C#N)CCC2
6. COC(=O)c1sccc1NC(=S)N1CCN(c2cccc(C)c2C)CC1

Screen / compound no.	1	2	3	4	5	6
Yeast lifespan up	-6	-1	2	-17	7	-1
GALR2 antag	2	-20	-2	0	-9	6
HCT116 PTEN-null	113	89	108	77	104	66
HCT116 bCat-KO	101	98	90	67	102	69
Phagocyt inh	1	-3	1	-1	-10	-4
E-sel TNF inh	12	-5	-3	-17	-45	-25
BB579 growth dn	-38	-25	-64	-45	-29	-58
Measles CPE	11	15	16	7	7	10
NPY Y2 blocker	-1	2	4	3	4	7
MRP1 act	-0.1	-3.9	-0.4	0.6	0.9	-2.7

7. Cc1ccc(C)c(NC(=S)NNC(=O)c2ccco2)c1
8. Cc1ccc(-c2nc(=S)c3c(n2Cc2ccco2)CC(C)(C)OC3)cc1
9. COc1cccc(NC(=S)NN2C(C)CCCC2C)c1 (centres undefined)
10. CCOC(=O)C1=C(C)OC(N)=C(C#N)C1c1cc2cc(C)ccc2nc1N1CCCCC1 (centres undefined)
11. O=C(COc1ccc(-c2ccccc2)cc1)N/N=C/c1cc(O)ccc1Br
12. O=c1c2ccccc2nc(SCc2nnc(-c3ccccc3)o2)n1-c1ccc(F)cc1F

Screen / compound no.	7	8	9	10	11	12
Yeast lifespan up	-7	-4	-1	/	-6	-4
GALR2 antag	13	5	-4	12	-7	-6
HCT116 PTEN-null	101	67	99	64	89	78
HCT116 bCat-KO	98	70	93	69	100	103
Phagocyt inh	0	/	-8	/	-13	0
E-sel TNF inh	20	/	/	-6	19	12
BB579 growth dn	-29	14	-14	-38	-15	-30
Measles CPE	5	9	4	5	11	15
NPY Y2 blocker	0	18*	-2	1	9	10
MRP1 act	1.1	-2.4	0.9	-2.1	1.5	-0.1

13. CCCCSc1nc2c(cc1C#N)CCC2
14. Nn1c(-c2ccccn2)nnc1-c1ccccn1
15. Cc1c(NP(=O)(Oc2ccccc2F)Oc2ccccc2F)c(=O)n(-c2ccccc2)n1C
16. CCOC(=O)C1=C(N)N(c2ccccc2)C2=C(C(=O)CCC2)C1c1cccnc1 (centres undefined)
17. CCOC(=O)c1cccc(S(=O)(=O)N(CCO)Cc2cc3cc(OC)ccc3[nH]c2=O)c1
18. O=[N+]([O-])c1ccc(-c2nc(-c3cccs3)c(-c3cccs3)[nH]2)cc1

Screen / compound no.	13	14	15	16	17	18
Yeast lifespan up	-16	29	7	2	-11	-11
GALR2 antag	-4	6	19	-9	-7	-3
HCT116 PTEN-null	97	91	94	98	79	20
HCT116 bCat-KO	97	92	102	96	90	32
Phagocyt inh	0	/	-3	-5	-2	/
E-sel TNF inh	11	-15	9	/	-1	8
BB579 growth dn	-13	-28	-57	-10	-39	-37
Measles CPE	0	1	22	12	6	5
NPY Y2 blocker	8	1	7	4	6	-6
MRP1 act	-0.9	-0.5	-2.2	-1.2	-0.8	-4.5

19. Cc1ccc(N2C(=O)CC(NCc3ccc4c(c3)OCO4)C2=O)cc1Cl (centres undefined)
20. C/C(=N/NC(=O)c1ccco1)c1cccc(NC(=O)c2ccc(C)o2)c1
21. Cc1cc(C)cc(NC(=O)CN2C(=O)NC(C)(c3ccccc3)C2=O)c1 (centres undefined)
22. COc1ccccc1NC(=S)N1CCCC1
23. O=C(NC1CCCCC1)C(c1ccncc1)N(Cc1ccc2c(c1)OCO2)C(=O)c1cnsn1 (centres undefined)
24. CCOC(=O)c1sc(NC(=O)c2ccncc2)nc1C

Screen / compound no.	19	20	21	22	23	24
Yeast lifespan up	-16	-19	-19	-6	/	/
GALR2 antag	-7	16	5	-1	4	5
HCT116 PTEN-null	94	110	87	106	85	87
HCT116 bCat-KO	89	103	81	96	87	86
Phagocyt inh	-1	/	-3	-5	/	/
E-sel TNF inh	1	-32	-2	6	-14	1
BB579 growth dn	-33	-28	-16	-20	-18	-15
Measles CPE	13	4	9	11	4	8
NPY Y2 blocker	5	1	1	1	11	-2
MRP1 act	-1.9	-0.1	-2.0	-1.4	-3.8	-0.7

25. CCCCNS(=O)(=O)c1ccc(OC)c2ncccc12
26. CN1CCN(CC(=O)Nc2nc(-c3ccccc3)cs2)CC1
27. CCCCNC(=O)/C(C#N)=c1\s/c(=C\c2ccccc2OC(F)F)c(=O)n1CCCOC
28. Cc1cccc2sc(NC(=O)Cn3cccc3)nc12
29. O=C(OCC(=O)N1CCN(c2ccccc2)CC1)C1=COCCO1
30. O=C(CCCN1C(=O)c2cccc3cccc(c23)C1=O)N1CCN(c2ccccn2)CC1

Screen / compound no.	25	26	27	28	29	30
Yeast lifespan up	-16	-7	21	-11	-7	2
GALR2 antag	11	3	-1	17	-5	-10
HCT116 PTEN-null	82	85	86	70	101	92
HCT116 bCat-KO	91	80	92	72	95	87
Phagocyt inh	-1	/	/	0	0	-6
E-sel TNF inh	2	/	-21	/	-44	/
BB579 growth dn	-48	-2	-19	2	-77	-36
Measles CPE	27	12	7	77*	6	12
NPY Y2 blocker	1	3	-1	5	1	4
MRP1 act	-2.7	-3.0	-2.5	-2.2	-1.0	-1.0

31. Cc1ccc(S(=O)(=O)NCCSc2nnnn2-c2cc(C)ccc2C)cc1
32. CCOC(=O)C1=C(c2ccc(OC)cc2)C(=O)c2ccccc2C1=O
33. CN(C)CCNC(=S)Nc1ccccc1Cl
34. O=C(Cn1cnc2scc(-c3ccc(F)cc3)c2c1=O)N1CCOCC1
35. CCOc1ccc(OCC)c(NC(=O)C2CCN(S(=O)(=O)c3cnc[nH]3)CC2)c1
36. Cc1ccccc1C(=O)NCC(=O)NNC(=S)NC(=O)c1ccccc1C

Screen / compound no.	31	32	33	34	35	36
Yeast lifespan up	-6	8	2	2	-11	5
GALR2 antag	-2	6	15	-13	-2	-2
HCT116 PTEN-null	84	1.5*	93	107	98	87
HCT116 bCat-KO	77	1.2*	93	106	98	76
Phagocyt inh	-2	-11	-5	0	-1	0
E-sel TNF inh	3	-21	0	23	-9	7
BB579 growth dn	-46	-33	-33	-4	-40	-16
Measles CPE	10	0	4	14	3	6
NPY Y2 blocker	3	12	2	3	3	3
MRP1 act	-2.1	-6.3	-1.7	-1.1	-0.1	-1.7

37. CC(C)[C@H](NC(=O)c1cccc(S(=O)(=O)N2CCOCC2)c1)C(=O)Nc1nc2ccccc2s1
38. c1ccc(CCc2ccccc2-c2nc(-c3cccnc3)no2)cc1
39. Cc1cccc2sc(NC(=O)c3ccc(NS(=O)(=O)c4cccs4)cc3)nc12
40. Cc1[nH]c2ccccc2c1/C=N/NC(=O)CNC(=O)c1ccc2c(c1)OCO2
41. Cc1cccc(OCC(=O)Nc2cccc(C(=O)Nc3ccccc3C(=O)O)c2)c1
42. CCCCN1C(=O)N(C)C2C1N(C)C(=O)N2CCCC (centres undefined)

Screen / compound no.	37	38	39	40	41	42
Yeast lifespan up	-3	-4	-5	-1	19	/
GALR2 antag	20	-3	7	12	-8	2
HCT116 PTEN-null	80	66	87	91	101	101
HCT116 bCat-KO	75	73	91	91	94	92
Phagocyt inh	-7	1	/	-5	-3	/
E-sel TNF inh	-18	5	/	/	/	0
BB579 growth dn	-32	-9	-33	-2	-18	4
Measles CPE	16	4	4	16	7	5
NPY Y2 blocker	3	8	-1	1	7	0
MRP1 act	-3.4	-1.6	-2.8	-2.2	1.4	-2.0

Compound profiles, as listed above. Order of values: Yeast lifespan up	GALR2 antag	HCT116 PTEN-null	HCT116 bCat-KO	Phagocyt inh	E-sel TNF inh	BB579 growth dn	Measles CPE	NPY Y2 blocker	MRP1 act
`CCCCN1C(=O)N(C)C2C1N(C)C(=O)N2CCCC` (centres undefined) as listed: /	2	101	92	/	0	4	5	0	-2.0
`CC(C)[C@H](NC(=O)c1cccc(S(=O)(=O)N2CCOCC2)c1)C(=O)Nc1nc2ccccc2s1` as listed: -3	20	80	75	-7	-18	-32	16	3	-3.4
`c1ccc(CCc2ccccc2-c2nc(-c3cccnc3)no2)cc1` as listed: -4	-3	66	73	1	5	-9	4	8	-1.6
`Cc1cccc2sc(NC(=O)c3ccc(NS(=O)(=O)c4cccs4)cc3)nc12` as listed: -5	7	87	91	/	/	-33	4	-1	-2.8
`Cc1cccc(OCC(=O)Nc2cccc(C(=O)Nc3ccccc3C(=O)O)c2)c1` as listed: 19	-8	101	94	-3	/	-18	7	7	1.4

Other records
43. CC(C)c1ccc(NC(=O)C(c2ccccc2)N2CC(=O)Nc3ccccc32)cc1 (centres undefined)
44. O=C(Nc1ccc2c(c1)OCO2)N1CCN(c2cccc(C(F)(F)F)c2)CC1
45. COc1ccccc1C1C=C(c2ccc(Cl)cc2)Nc2nc(NS(C)(=O)=O)nn21 (centres undefined)
46. CC1=CC(=O)N(c2cccc(C(F)(F)F)c2)C1c1ccc(Cl)cc1 (centres undefined)
47. Brc1ccc(Sc2cnc3ccccc3n2)cc1
48. CC(O)c1nc2ccccc2n1C1CCCCC1 (centres undefined)

Screen / compound no.	43	44	45	46	47	48
Yeast lifespan up	4	-15	-1	-6	-15	0
GALR2 antag	-1	-13	10	-19	1	7
HCT116 PTEN-null	60	28	92	34	104	105
HCT116 bCat-KO	71	21	95	36	103	106
Phagocyt inh	/	0	0	2	0	0
E-sel TNF inh	20	4	-12	-2	8	-5
BB579 growth dn	7	-29	-29	-52	-28	-35
Measles CPE	2	6	9	4	19	21
NPY Y2 blocker	-2	12	6	3	3	0
MRP1 act	-4.1	0.1	-1.6	-2.3	-0.6	-1.4
